# Screening data (PubChem)
# EBI2 block: EBI2 (human) antagonism; EBI2 beta-arrestin recruitment, luminescence, 7a,25-OHC stimulated; inhibition, % at 5 µM; 360,000 compounds, 0.81% hits; AID 651636; in the data active means inhibition above about 38%;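 further: enzyme fragment complementation signal reports receptor beta-arrestin coupling in cells; 0% = agonist plus DMSO wells and 100% = wells without agonist; some results beyond the cut were filed as inactive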
# ATG4B inhibitor: blocks human ATG4B protease cleavage of LC3 substrate. ATG4B cleavage of LC3-PLA2, NBD-HPC fluorescence, 1 h. inhibition, % at 8.33 µM. 340,000 compounds, 0.51% hits; in the data active means inhibition above about 40%
# APJ ag: APJ receptor agonism. CHO-K1 APJ PathHunter beta-arrestin, luminescence; 0% DMSO wells, 100% apelin. activation, % at 20 µM. 330,000 compounds, 0.11% hits;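 active means activation more than six SD over the plate average, tested at 20 µM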;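 further: 0% = DMSO alone and 100% = apelin-13 at 10 nM; some results filed as inactive read as strong as hits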
# Target sequence (P35414 whole entry, looked up): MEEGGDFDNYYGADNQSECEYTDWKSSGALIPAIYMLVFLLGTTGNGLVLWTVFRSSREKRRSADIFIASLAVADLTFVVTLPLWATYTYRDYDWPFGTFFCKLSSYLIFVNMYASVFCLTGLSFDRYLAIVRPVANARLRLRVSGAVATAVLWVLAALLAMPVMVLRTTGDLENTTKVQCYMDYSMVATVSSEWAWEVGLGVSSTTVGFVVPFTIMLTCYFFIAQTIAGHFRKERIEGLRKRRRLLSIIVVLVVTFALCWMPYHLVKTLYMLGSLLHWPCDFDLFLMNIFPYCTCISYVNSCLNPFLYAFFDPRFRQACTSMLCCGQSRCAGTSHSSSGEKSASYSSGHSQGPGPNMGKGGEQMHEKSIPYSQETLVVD
#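 Material: engineered CHO-K1 APJ arrestin reporter cells; amount: 1000 CHO-K1 reporter cells seeded per well; incubation: compound stimulation 90 min at 25 °C, detection 60 min; signal: luminescent beta-gal fragment complementation, chemiluminescent substrate; read-out basis: APJ agonist activity; controls: DMSO-only wells as negative, 10 nM Apelin-13 as positive control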
# APJ antag: APJ receptor antagonism; P35414; CHO-K1 APJ beta-arrestin complementation, luminescence; inhibition, % at 20 µM; 330,000 compounds, 0.32% hits;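 active means inhibition above about 40% at 20 µM, limit read from the data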;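 further: cells challenged with 10 nM apelin-13 agonist together with compound; plate controls were apelin-13 plus DMSO wells for no effect and DMSO wells lacking apelin-13 for full effect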
# CXCR6 block: inhibitors of human CXCR6 receptor | AID 602244 | 360,000 compounds, 0.36% hits | O00574 | CHO-K1 PathHunter CXCR6 beta-arrestin, luminescence | inhibition, % at 20 µM; in the data active means inhibition above about 34%, passing the limit was not always enough;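 further: antagonist mode with CXCL16 agonist at 10 nM final; 0% = 10 nM CXCL16 with DMSO and 100% = unstimulated wells without agonist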
# Target sequence (O00574 whole entry, looked up): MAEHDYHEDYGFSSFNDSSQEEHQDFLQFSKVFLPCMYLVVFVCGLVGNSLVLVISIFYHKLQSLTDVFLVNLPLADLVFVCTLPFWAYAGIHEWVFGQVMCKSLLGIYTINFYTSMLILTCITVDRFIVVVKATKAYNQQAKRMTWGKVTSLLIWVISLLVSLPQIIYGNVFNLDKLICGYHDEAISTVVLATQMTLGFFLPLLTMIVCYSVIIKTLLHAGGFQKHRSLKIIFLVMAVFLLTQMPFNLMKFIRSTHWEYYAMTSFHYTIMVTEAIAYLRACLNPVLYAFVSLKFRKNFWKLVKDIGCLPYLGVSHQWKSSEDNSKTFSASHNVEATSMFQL
# UBC13 inh: inhibitors of human UBC13 polyubiquitin chain formation. P61088. inhibition, % at 20 µM. AID 485273. 330,000 compounds, 0.47% hits. TR-FRET; in the data active means inhibition above about 45%, passing the limit was not always enough
# Target sequence (P61088 whole entry, looked up): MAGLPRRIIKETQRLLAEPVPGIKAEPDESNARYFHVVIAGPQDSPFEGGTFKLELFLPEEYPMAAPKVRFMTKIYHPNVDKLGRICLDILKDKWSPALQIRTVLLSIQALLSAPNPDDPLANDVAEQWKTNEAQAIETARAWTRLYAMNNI
# CCR6 antag: blocks CCL20-driven beta-arrestin recruitment at human CCR6; P51684; CHO-K1 CCR6 PathHunter beta-arrestin, luminescence, CCL20-stimulated; inhibition, % at 20 µM; 340,000 compounds, 0.49% hits; AID 493098;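 active means compounds whose inhibition of the agonist-driven luminescence signal at 20 µM reaches about 50%, limit read from the data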;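 further: cells stimulated with CCL20 at 14 nM final; plate controls were DMSO with CCL20 for no effect and DMSO without agonist for full effect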
# Gli-Sufu antag: blocks Gli-Sufu signaling in a luciferase reporter | 340,000 compounds, 0.74% hits | inhibition, % at 5 µM | Sufu-KO-LIGHT fibroblasts, Gli luciferase reporter luminescence;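 active means inhibition above about 55%, limit read from the data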;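 further: 0% = DMSO-treated cells and 100% = wells with medium but no cells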
# * = called active by the depositor; x = not tested or not shown.
SMILES,EBI2 block,ATG4B inhibitor,APJ ag,APJ antag,CXCR6 block,UBC13 inh,CCR6 antag,Gli-Sufu antag
O=C(OCC(=O)N1CCCC1)c1cc(Br)ccc1Cl,2,1,0,-4,8,-8,8,2
CCN1CCN(C(=O)c2ccc3c(c2)N(Cc2ccc(C)cc2)CCS3)CC1,-2,-1,-3,15,2,13,16,19
COc1ccc(OC)c(S(=O)(=O)NCC(c2ccco2)N2CCc3ccccc32)c1 (stereo unspecified),-7,-2,4,23,3,-1,20,0
CCOC(=O)C1C(CC)NC(=S)NC1(C)O (stereo unspecified),-4,2,-1,-12,1,-1,-10,-11
COCCn1c(SCC(=O)Nc2ccc3c(c2)OCCO3)nnc1-c1ccncc1,2,3,-6,12,4,-3,10,-6
O=C(NNC(=O)c1cccs1)c1csc(N2CCOCC2)n1,-1,7,1,0,10,-3,8,-12
Cc1ccc(C(=O)Nc2ccccc2-c2ccccc2)o1,10,10,-4,7,4,3,6,-4
c1csc(-c2ncc3ccccn23)c1,-2,2,-2,8,-7,-5,-12,10
CC(C)(C)C(=O)OCCn1c(=O)c2cc3c(=O)n(CCOC(=O)C(C)(C)C)c(=O)c3cc2c1=O,-15,2,13,-3,-1,-4,-4,7
CCOc1ccc(C2/C(=C(\O)c3ccc4c(c3)OCCO4)C(=O)C(=O)N2CCCN2CCOCC2)cc1 (stereo unspecified),-2,-2,-2,-2,-12,-10,4,-10
COc1cc(-c2noc(C)c2C#Cc2nccn2C)cc(OC)c1OC,-7,-3,2,2,-1,12,20,10
CCOc1ccc(CNC(=O)Cn2ccc3cc(S(=O)(=O)N4CCCC4)ccc32)cc1,6,-9,2,39,-19,1,12,-4
COc1ccc(OC)c(C=Nc2ccccc2-c2nc3ccccc3[nH]2)c1,-1,8,-1,4,6,20,6,-39
CCCc1cc(=O)n2[nH]c(NCc3c(Cl)cccc3Cl)nc2n1,-4,-3,0,17,0,-15,-13,5
CCOCCCNC(=O)C(NC(=O)CNC(=O)c1ccccc1)c1ccc(C)cc1 (stereo unspecified),2,6,10,-19,1,-4,-12,5
CCc1cc2cc(C)ccc2nc1SCC(=O)Nc1cc(C)on1,2,-9,-5,-19,2,12,-8,-11
N#C/C(=C\c1cc(Cl)ccc1O)C(=O)NC1CCCCC1,-2,10,0,-21,4,-10,3,3
O=C(c1ccc(Cl)c([N+](=O)[O-])c1)N1CCCc2ccccc21,11,7,0,11,6,4,18,1
O=c1c2ccccc2cnn1Cc1n[nH]c(=S)n1-c1ccc(F)c(Cl)c1,3,-4,-5,-6,5,-14,0,7
O=C1CC2(CCN(S(=O)(=O)c3ccccc3)CC2)Oc2ccccc21,2,-15,-3,-10,2,6,16,-2
COc1cccc(CN2CCN(Cc3ccc(O)c(OC)c3)CC2CCO)c1 (stereo unspecified),-1,15,-1,7,7,-4,5,11
Cc1ccc(CSCCNC(=O)CN(c2cccc([N+](=O)[O-])c2)S(C)(=O)=O)cc1,18,-13,-2,1,-7,8,18,2
CCOc1ccc(C(=O)O/N=C(\N)c2ccc([N+](=O)[O-])cc2)cc1OCC,-12,-5,4,-5,-6,-21,-12,1
CCOC(=O)C(NC(=O)CC)(Nc1cc(C)on1)C(F)(F)F (stereo unspecified),-8,4,6,14,6,-3,16,-22

# Compound profiles, as listed above.
# Record of Cc1ccc(CSCCNC(=O)CN(c2cccc([N+](=O)[O-])c2)S(C)(=O)=O)cc1 → EBI2 block = 18; ATG4B inhibitor = -13; APJ ag = -2; APJ antag = 1; CXCR6 block = -7; UBC13 inh = 8; CCR6 antag = 18; Gli-Sufu antag = 2
# Record of COc1cccc(CN2CCN(Cc3ccc(O)c(OC)c3)CC2CCO)c1 (stereo unspecified) → EBI2 block = -1; ATG4B inhibitor = 15; APJ ag = -1; APJ antag = 7; CXCR6 block = 7; UBC13 inh = -4; CCR6 antag = 5; Gli-Sufu antag = 11

# Continuation:
SMILES,EBI2 block,ATG4B inhibitor,APJ ag,APJ antag,CXCR6 block,UBC13 inh,CCR6 antag,Gli-Sufu antag
O=c1c([N+](=O)[O-])cn(Cc2ccccc2)c(=O)n1Cc1ccccc1,-7,-7,x,x,3,x,-7,2
Cn1ccnc1SCC(=O)Nc1ccc(Oc2ccccc2)cc1,-11,-6,-2,-11,-5,2,6,3
Cc1nnc(NC(=O)CSc2nnc(-c3ccco3)n2C(C)C)s1,-27,2,-2,9,-2,1,-9,-16
Cc1cccc(N(C(=O)CCC(=O)Nc2ccccn2)C(C(=O)NC(C)C)c2ccc(F)cc2)c1 (stereo unspecified),6,-5,-1,13,4,2,7,19
O=C(CN1C(=O)NC2(CCCCC2)C1=O)N1CCN(c2ncccn2)CC1,-11,-2,-1,5,0,6,6,-3
O=C(O)COc1ccc2c3c(c(=O)oc2c1)CCC3,-1,6,-4,4,-3,8,10,-1
COc1ccc(CNS(=O)(=O)c2cc(OCC(N)=O)c(C)cc2Cl)cc1,-1,-5,0,12,1,9,5,4
O=C(CSc1nc(=O)n(CCCN2CCOCC2)c2c1CCCC2)Nc1ccc(F)cc1F,0,1,10,6,4,1,2,11
c1ccc(-c2noc(-c3ccccc3-c3ccccc3)n2)cc1,12,14,-4,3,-3,8,7,-7
Cc1cc(Cn2ccnc2)c(C)cc1Cn1ccnc1,-1,-3,-3,19,2,-3,-4,-1
CCOC(=O)N1CCC(N2C(=O)c3ccccc3C2=O)CC1,5,-5,-6,5,7,-1,9,-5
C#CCOCCOCCOCCNc1nc(N2CCOCC2)nc(N2CCN(C(=O)[C@H](CCCCN)n3cc(CCCC)nn3)CC2)n1,6,-1,x,x,5,x,-2,15
COc1ccccc1CNC(=O)C(CCSC)NC(=O)C1CCC(C)CC1 (stereo unspecified),2,-7,-3,12,7,4,8,2
Cc1cc(O)cc(O)c1-c1onc(C(F)(F)F)c1-c1cscn1,-11,-10,-4,-22,0,12,0,-91
Fc1cc(Br)ccc1Nc1nc2ccccc2n2nnnc12,-2,-1,-3,-13,-10,8,2,-11
CCOc1ccc(-n2c(SCC(=O)Nc3ccc(OC)cc3)nc3c(c2=O)SCC3)cc1,-5,10,-5,-1,7,-15,11,3
CN(C)c1ccc(C2CC(c3cccc(NS(C)(=O)=O)c3)=NN2C(=O)c2ccccc2)cc1 (stereo unspecified),3,-6,1,9,0,2,20,2
COc1ccc(Cl)cc1N(CC(=O)N1CCC(C)CC1)S(C)(=O)=O,-3,-2,-1,-4,-4,3,-11,5
COCCCNS(=O)(=O)c1ccc2[nH]c3c(c2c1)CCCCC3,-1,-5,0,-9,-13,0,7,2
CC(OC(=O)c1cccc(S(=O)(=O)N2CCCC2)c1)C(=O)NC1CCCCC1C (stereo unspecified),-2,-16,-4,19,3,3,13,2
CCCc1cc(=O)[nH]c(SCc2nc3ccc([N+](=O)[O-])cc3[nH]2)n1,-4,-12,-3,24,4,0,21,-11
CCOC(=O)c1cnc(SCC(=O)OCC(=O)NC2CCS(=O)(=O)C2)nc1N (stereo unspecified),3,7,-5,-1,0,2,3,-11
COc1ccc2oc(-c3ccccc3)c(C(=O)N3CCOCC3)c2c1,1,-4,-4,-21,0,4,-4,4
C/C(N)=C(/C#N)C(=O)CSc1ncnc2ccccc12,-2,-15,-4,-12,6,5,6,4

# Part of the list above with just CXCR6 block and CCR6 antag:
canonical_smiles | CXCR6 block | CCR6 antag
O=C(NNC(=O)c1cccs1)c1csc(N2CCOCC2)n1 | 10 | 8
Cc1ccc(C(=O)Nc2ccccc2-c2ccccc2)o1 | 4 | 6
c1csc(-c2ncc3ccccn23)c1 | -7 | -12
CC(C)(C)C(=O)OCCn1c(=O)c2cc3c(=O)n(CCOC(=O)C(C)(C)C)c(=O)c3cc2c1=O | -1 | -4
CCOc1ccc(C2/C(=C(\O)c3ccc4c(c3)OCCO4)C(=O)C(=O)N2CCCN2CCOCC2)cc1 (stereo unspecified) | -12 | 4
COc1cc(-c2noc(C)c2C#Cc2nccn2C)cc(OC)c1OC | -1 | 20
CCOc1ccc(CNC(=O)Cn2ccc3cc(S(=O)(=O)N4CCCC4)ccc32)cc1 | -19 | 12

# Not a retest: entries from further up.
SMILES,EBI2 block,ATG4B inhibitor,APJ ag,APJ antag,CXCR6 block,UBC13 inh,CCR6 antag,Gli-Sufu antag
COc1ccccc1CNC(=O)C(CCSC)NC(=O)C1CCC(C)CC1 (stereo unspecified),2,-7,-3,12,7,4,8,2
Cc1cc(O)cc(O)c1-c1onc(C(F)(F)F)c1-c1cscn1,-11,-10,-4,-22,0,12,0,-91

# Shown as labelled records: part of the list above
O=c1c2ccccc2cnn1Cc1n[nH]c(=S)n1-c1ccc(F)c(Cl)c1
  EBI2 block = 3
  ATG4B inhibitor = -4
  APJ ag = -5
  APJ antag = -6
  CXCR6 block = 5
  UBC13 inh = -14
  CCR6 antag = 0
  Gli-Sufu antag = 7

O=C1CC2(CCN(S(=O)(=O)c3ccccc3)CC2)Oc2ccccc21
  EBI2 block = 2
  ATG4B inhibitor = -15
  APJ ag = -3
  APJ antag = -10
  CXCR6 block = 2
  UBC13 inh = 6
  CCR6 antag = 16
  Gli-Sufu antag = -2

# (next part)
SMILES,EBI2 block,ATG4B inhibitor,APJ ag,APJ antag,CXCR6 block,UBC13 inh,CCR6 antag,Gli-Sufu antag
Cc1cccc(C)c1NC(=O)CN(C)CC(=O)Nc1ccc(F)c(Cl)c1,2,5,-3,-5,-4,-1,5,x
O=C(CC12CC3CC(CC(C3)C1)C2)NCc1ccc(F)cc1,11,-7,-3,-7,-11,2,9,-15
O=c1[nH]nc(Cc2ccc(-c3ccccc3Cl)o2)c2ccccc12,7,-9,0,10,-6,10,-4,11
O=C(CCC(=O)OCC(F)(F)C(F)F)Nc1ccc(F)cc1F,-13,-9,-1,-3,6,8,17,0
O=C(COC(=O)CNC(=O)c1ccccc1Cl)NC1CC1,1,-7,-2,-4,-6,1,-9,6
CC(=O)Nc1sc(C)c(C)c1C(=O)OCC(=O)Nc1cc(S(=O)(=O)N2CCCCC2)ccc1Cl,-5,-1,0,2,2,-8,1,-7
N#C/C(=C\Nc1ccc2cn[nH]c2c1)c1nc(-c2ccc(Cl)cc2)cs1,-12,0,1,-31,-3,-20,-6,-4
O=C(CSc1ccccc1)NCc1ccc(F)cc1,1,-9,-3,10,3,5,18,14
CCOC(=O)N1CCC2(CC1)C(C#N)=C(N)Oc1c2c(C)nn1-c1cccc(Cl)c1,-1,3,0,-2,8,-3,11,6
O=C(CCNS(=O)(=O)c1cccc2nsnc12)NC1CCCc2ccccc21 (stereo unspecified),7,-8,-3,-2,4,-9,8,0
O=C(NCc1ccccc1)C(=O)Nc1nccs1,0,10,-2,25,2,-12,6,4
CCOC(=O)N1CCN(C(=O)CN(C2CCCCC2)S(C)(=O)=O)CC1,2,0,1,7,4,5,10,-6
CCOc1ncccc1C(=O)Nc1ccc(C)c(S(=O)(=O)N2CCCCCC2)c1,9,-2,-1,-1,2,11,13,1
CC(C)C[C@@H](CNCC(=O)[C@H](Cc1ccccc1)NC(=O)c1[nH]cnc1C(=O)N[C@@H](C)CN)NC(=O)c1nc[nH]c1C(=O)N[C@@H](C)C(=O)O,0,x,x,x,2,x,15,3
COCCN(CC(=O)Nc1cccc(C)c1C)C(=O)c1ccc(-n2cccn2)cc1,-4,6,-3,5,-2,5,4,1
CC(C)(C)Nc1cccccc1=O,-1,-4,4,0,-2,-17,-11,-3
CCc1nc(SCC(=O)c2ccc(C)c(C)c2)n[nH]1,-5,-5,-1,4,-5,-6,8,6
O=C(Nc1ccc(F)cc1)c1ccc(NC(=O)C2CCCO2)cc1 (stereo unspecified),1,-4,-2,12,-10,4,2,-32
